D1 antag – antagonists of human D1 dopamine receptor. P21728. HEK293 TREx D1 cells, calcium flux, dopamine EC80; hits give low values. AID 504652. actives 3.2% (n = 360,000). activity change, negative = inhibition, % at 10 µM; in the data active = activity change below about -30%; also: % is scaled to controls: 0 for no effect and ±100 for the full control effect
Target sequence (P21728 whole entry, looked up): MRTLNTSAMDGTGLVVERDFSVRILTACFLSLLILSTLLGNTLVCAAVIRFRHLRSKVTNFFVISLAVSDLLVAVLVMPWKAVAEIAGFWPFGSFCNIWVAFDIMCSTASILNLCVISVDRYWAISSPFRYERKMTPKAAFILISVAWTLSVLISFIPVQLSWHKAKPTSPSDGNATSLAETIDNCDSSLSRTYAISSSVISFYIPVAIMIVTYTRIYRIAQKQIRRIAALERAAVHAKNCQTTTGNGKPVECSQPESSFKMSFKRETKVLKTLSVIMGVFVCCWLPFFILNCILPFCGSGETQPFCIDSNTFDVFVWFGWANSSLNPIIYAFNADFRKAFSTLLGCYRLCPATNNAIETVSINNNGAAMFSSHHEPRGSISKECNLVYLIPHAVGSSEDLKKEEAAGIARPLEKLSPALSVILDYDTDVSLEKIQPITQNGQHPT
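HEK293 T-REx cells expressing inducible, force-coupled D1 receptor; no-wash Ca dye, 30–90 min RT. Cmpd → 180 s read at 1 Hz → EC80 DA → 180 s read.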
D1 agonist – human D1 receptor agonism; HEK293 T-REx D1 cells, calcium flux, agonist mode; activation, % at 2 µM; actives 1% (n = 360,000); in the data active = activation above about 30%; also: 0% is about no effect
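Tetracycline-induced HEK293 TREx D1 cells, force-coupled to calcium signalling, were dye-loaded with a no-wash calcium kit. Compound was pin-added after a 10 s baseline. Fluorescence was read kinetically at 1 cycle/s for 180 s, with calcium rises flagged as agonism.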
D2 antagonist – antagonists of human D2 dopamine receptor. AID 485344. inhibition, % at 10 µM. actives 2% (n = 340,000). P14416. HEK293 TREx D2 cells, calcium flux, dopamine EC80; in the data active = inhibition above about 30%; also: 0% is about no effect
Target sequence (P14416 whole entry, looked up): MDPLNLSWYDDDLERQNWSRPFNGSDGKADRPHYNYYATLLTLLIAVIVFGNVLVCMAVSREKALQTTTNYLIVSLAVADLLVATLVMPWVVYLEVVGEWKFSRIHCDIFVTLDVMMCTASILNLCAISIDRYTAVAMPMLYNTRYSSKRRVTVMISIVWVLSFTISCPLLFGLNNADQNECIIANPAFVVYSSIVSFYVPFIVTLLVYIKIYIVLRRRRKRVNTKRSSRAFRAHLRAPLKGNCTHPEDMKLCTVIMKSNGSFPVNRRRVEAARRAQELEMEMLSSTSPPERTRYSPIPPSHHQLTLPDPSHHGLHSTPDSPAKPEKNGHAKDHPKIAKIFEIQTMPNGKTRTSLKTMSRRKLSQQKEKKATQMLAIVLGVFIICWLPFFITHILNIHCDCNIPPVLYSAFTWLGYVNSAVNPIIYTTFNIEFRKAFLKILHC
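Cells plated overnight at 30 C with tetracycline; no-wash calcium dye, 30–90 min RT; 10 s baseline; compound pinned; 180 s read; EC80 dopamine added; another 180 s read.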
D1 potentiator – enhances dopamine response at the human D1 receptor. actives 0.036% (n = 360,000). P21728. potentiation, % at 10 µM. AID 504651. HEK293 TREx D1 cells, calcium flux, dopamine EC20 potentiation; in the data active = potentiation above about 30%; also: 0% is about no effect
TRHR PAM – allosterically enhances the human TRH receptor; TRHR cells, fluo-8 calcium fluorescence, EC20 TRH enhancement; AID 493056; actives 0.66% (n = 360,000); enhancement, % at 2 µM; in the data active = enhancement above about 30%; also: 0% is about no effect
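Enhancer read-out: after compound pinning and an initial kinetic agonist-mode read, an EC20 of TRH (10 nM final) was injected and fluo-8 calcium signal (Ex 480/Em 530) followed at 1 s/cycle for 100 cycles in TRHR-expressing cells.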
RXFP1 ag – agonists of human relaxin receptor RXFP1; Q9HBX9; HEK293T-RXFP1 cAMP TR-FRET, 30 min; response scale: percent of porcine relaxin response, buffer zero; actives 0.3% (n = 370,000); AID 2676; Potency, µM (top dose mostly 57.5 µM), inactives show at the top dose activation, most hits filed as activators; active = well fitted activation curve with a large enough effect; inconclusive = small, poorly fitted or top-dose-only effect; also: potency is read from the fitted curve at half-maximal effect; % is scaled to controls: 0 for no effect and ±100 for the full control effect; nearly all actives have a fitted effect of over 60% in size; many of its hits are not listed in these tables
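Agonist response is measured as cAMP accumulation in an RXFP1-transfected HEK293T line under PDE4 inhibition. Values are scaled between buffer-only and 29 nM porcine relaxin, and EC50s come from standard Hill equation fits.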
D2 agonist – D2 dopamine receptor (human) agonism | activation, % at 2 µM | HEK293 T-REx D2 cells, calcium flux agonist mode | P14416 | AID 485358 | actives 0.53% (n = 340,000);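 active = activation over 3 SD above normal in the single-dose calcium agonist read, cut at about 30% in these data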; also: 0% is about no effect
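In this primary screen, compounds producing a positive calcium signal within 180 s of addition to tetracycline-induced, force-coupled HEK293 Trex D2 cells are flagged; cells are dye-loaded with a no-wash calcium kit beforehand.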
D2 PAM – positive allosteric modulators of human D2 dopamine receptor | actives 0.34% (n = 340,000) | HEK293 T-REx D2, calcium flux, EC20 dopamine potentiation | potentiation, % at 10 µM;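 active = potentiation over 3 SD above the plate norm, cut at about 30% in these data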; also: 0% is about no effect
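Tetracycline-induced Hek293 Trex D2 cells, force-coupled to calcium, loaded with no-wash calcium dye. Compound added with 180 s kinetic read for agonism, then EC20 dopamine and a further 180 s read for potentiation.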
RXFP1 antag – antagonists of human relaxin receptor RXFP1 | activity change, negative = inhibition, % at 57.5 µM | AID 1259400 | HEK293-RXFP1, relaxin-stimulated cAMP HTRF, 30 min; hits give low values | actives 0.59% (n = 350,000) | Q9HBX9;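 active = activity change of -60% or lower, but not beyond a set lower limit; inconclusive = change between -60% and -40%, or beyond the set limit; inactive = change above -40%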; also: % is scaled to controls: 0 for no effect and ±100 for the full control effect
* = called active by the depositor; ? = inconclusive; . = no result given.

item	molecule	D1 antag	D1 agonist	D2 antagonist	D1 potentiator	TRHR PAM	RXFP1 ag	D2 agonist	D2 PAM	RXFP1 antag
1	COc1cc(/C=C/C(=O)NC(C)C)ccc1OCc1ccccc1	-21	3	12	-5	1	0.0%	-1.0	5	-17
2	Cc1ccccc1CNC(=O)c1ccc(NC(=O)c2nsc3ccccc23)cc1	-6	1	.	1	-2	3.3%	1.1	9	-24
3	CC1CCN(CC(=O)Nc2ccc(S(=O)(=O)NC3CC3)cc2)CC1	13	5	8	1	-1	-2.2%	-0.5	-8	0
4	Cc1ccc(C)c(NC(=O)CSc2nnc(CSc3nc(C)cc(C)n3)n2Cc2ccco2)c1	-16	2	3	-7	-11	1.8%	-1.4	17	-6
5	CN(C)/C=C/C=C1C(=O)CCCC1=O	45	-1	-2	-4	1	-0.6%	-0.3	2	-1
6	Cc1c(CC(=O)NCCCO)c(=O)oc2cc3c(cc12)CCC(C)(C)O3	7	1	-1	4	9	4.6%	0.2	2	6
7	O=C(c1cc2ccccc2o1)N1CCN(S(=O)(=O)c2ccc(Cl)s2)CC1	-9	7	17	-5	5	-2.5%	0.5	-2	-11
8	CC1(C)Cc2c(sc3nc4n(c(=O)c23)CCC4)CO1	-11	1	-13	1	-3	5.3%	0.2	7	-4
9	COc1ccc(Br)cc1CN1CCN(Cc2c[nH]c3ccccc23)CC1	-15	38*	87*	-18	1	0.0%	1.6	-22	-26
10	CC(=O)Nc1ccc(NC(=O)C(C)Sc2nnc(-c3cccs3)o2)cc1 (configuration not stated)	7	3	5	7	3	-1.4%	0.1	-2	2
11	S=C(Nc1ccc(Cl)cc1)NC1CC2CCC(C1)N2Cc1ccccc1 (configuration not stated)	-43*	52*	93*	8	3	0.4%	3.1	-28	-17
12	O=C(CCN1CCN(C/C=C/c2ccccc2)CC1)Nc1ccc(Cl)cc1	-19	21	-14	-3	6	-0.6%	7.9	-15	-4
13	COc1ccc(CNc2nc(-c3ccc(OC)c(OC)c3)cc(C(F)(F)F)n2)cc1	2	3	.	-1	-2	3.8%	1.1	6	.
14	COc1cccc(NC(=O)Nc2ccc(Br)cn2)c1	-14	0	-3	-7	1	0.7%	0.7	-5	-6
15	O=C(NCc1cccc(F)c1)c1ccccc1NC(=O)c1nsc2ccccc12	6	4	.	1	1	6.1%	0.0	9	-13
16	COc1cccc(C(=O)Nc2cc(OC)ccc2NC(=O)c2ccco2)c1	-23	1	-22	-1	-6	0.3%	0.9	8	-13
17	O=C(NCc1cccc(F)c1)C1=Cc2cc(Br)ccc2OC1	-20	5	.	-3	4	2.2%	0.0	-4	-6
18	O=C(CN1C(=O)COc2ccccc21)N(Cc1cccnc1)Cc1ccccc1F	-8	3	-33	-2	-5	1.9%	-0.3	-13	0
19	COc1ccc(C)cc1NC(=O)Cn1c(=O)oc2ccccc21	-6	4	.	-9	-7	0.0%	.	.	-7
20	CCOC(=O)N1CCN(C(=O)CSc2ccc3nnc(-c4ccccn4)n3n2)CC1	-12	0	-2	5	-3	?	0.7	3	6
21	CCCCOP(=O)(c1ccc(N(C)C)cc1)C(O)c1cccnc1 (configuration not stated)	-14	0	-1	5	-3	-1.7%	0.3	12	-3
22	CC(C)C(=O)NC(=S)NCC(=O)c1ccccc1	2	7	-1	-8	-5	-1.1%	0.0	0	9
23	CCOc1ccc(OCC)c(NC(=O)CN(C)S(=O)(=O)c2ccc3c(c2)CCCC(=O)N3)c1	-2	1	.	-5	5	-0.6%	-1.0	-7	.
24	COc1cc(C(=O)Nc2nnc(C(F)(F)F)s2)c([N+](=O)[O-])cc1OC	11	4	-6	1	-3	1.4%	0.5	-1	2
25	COC(=O)c1sc(S(=O)(=O)Nc2ccc(Br)cc2)c(C(=O)OC)c1C	6	0	8	-5	9	-0.6%	-0.4	0	-8
26	O=C(NCCO)c1ccc(Oc2ccc(C(F)(F)F)cc2[N+](=O)[O-])cc1	1	3	-1	18	0	1.3%	-0.2	-1	0
27	Cn1c(=O)n(Cc2ccccc2)c(=O)c2c1nc(NCC1CCCO1)n2Cc1ccccc1 (configuration not stated)	-4	2	-11	-3	5	-0.5%	-2.1	5	7
28	CCc1ccc(OCC(=O)NCCc2ccc3c(c2)OCCO3)cc1	5	5	-10	.	-2	0.2%	-0.8	-11	-1
29	Cc1ccc(Nc2c(-c3ccc(C)s3)nc3ncccn23)cc1	5	3	.	-3	0	10.0%	-0.1	2	-19
30	Cc1cc(C)c(C(=O)N(C)CC2CCCN(CCc3ccccc3F)C2)o1 (configuration not stated)	-67*	1	-12	-2	-2	-1.0%	-1.2	-25	3

Some of the entries above, reformatted.
(24) COc1cc(C(=O)Nc2nnc(C(F)(F)F)s2)c([N+](=O)[O-])cc1OC
(25) COC(=O)c1sc(S(=O)(=O)Nc2ccc(Br)cc2)c(C(=O)OC)c1C
(26) O=C(NCCO)c1ccc(Oc2ccc(C(F)(F)F)cc2[N+](=O)[O-])cc1
(28) CCc1ccc(OCC(=O)NCCc2ccc3c(c2)OCCO3)cc1

entry no. | 24 | 25 | 26 | 28
D1 antag | 11 | 6 | 1 | 5
D1 agonist | 4 | 0 | 3 | 5
D2 antagonist | -6 | 8 | -1 | -10
D1 potentiator | 1 | -5 | 18 | .
TRHR PAM | -3 | 9 | 0 | -2
RXFP1 ag | 1.4% | -0.6% | 1.3% | 0.2%
D2 agonist | 0.5 | -0.4 | -0.2 | -0.8
D2 PAM | -1 | 0 | -1 | -11
RXFP1 antag | 2 | -8 | 0 | -1

Continuation.
item	molecule	D1 antag	D1 agonist	D2 antagonist	D1 potentiator	TRHR PAM	RXFP1 ag	D2 agonist	D2 PAM	RXFP1 antag
31	CC(C)Cn1nc(C(=O)NCc2ccccc2CN2CCCC2)c2ccccc2c1=O	16	3	45*	-1	-8	1.7%	-0.1	-30	-9
32	O=C(Cc1ccc(Cl)cc1)Nc1ccc2oc(-c3ccccc3)nc2c1	1	2	.	-1	1	1.4%	0.0	-5	.
33	O=C(COc1ccccc1[N+](=O)[O-])Nc1ccccc1N1CCCCC1	23	2	-2	2	-16	-0.5%	0.3	6	-12
34	CCN(CC)CCN(Cc1cc2cc3c(cc2[nH]c1=O)OCCO3)C(=S)NCCCOC	-2	5	5	-9	-1	0.3%	-0.2	1	11
35	CC(Oc1ccccc1)C(=O)OCC(=O)NC(=O)NCc1ccco1 (configuration not stated)	3	1	13	-4	3	2.5%	-0.4	9	7
36	O=C(NCc1ccco1)c1nc2nc(-c3cccs3)cc(C(F)(F)F)n2n1	2	0	6	3	3	5.8%	-0.7	0	5
37	Clc1cccc(Cl)c1COc1ccccc1CNn1cnnc1	-1	4	21	11	-3	3.0%	-0.5	.	0
38	CC(=O)Nc1ccc(-n2cc(-c3ccccc3)[nH]c2=S)cc1	-3	0	.	-3	-1	0.8%	.	.	1
39	CN1C=CC=C/C1=C1\SC(=S)N(CC(=O)O)C1=O	-3	2	0	-3	-1	7.6%	1.0	-7	6
40	Cc1nc(Cl)c2oc3ccccc3c2n1	12	5	9	4	2	1.8%	0.0	3	9
41	CCOC(=O)Cc1csc(N/C(=N/S(=O)(=O)c2ccc(F)cc2F)c2ccccc2)n1	2	2	10	11	10	-2.0%	-0.2	-20	37
42	CC(=O)Oc1cccc(N2C(=O)C3CC=CCC3C2=O)c1 (configuration not stated)	7	-4	10	0	-1	3.8%	-0.8	3	4
43	CCNc1nc(N)nc(Oc2ccc(OCc3ccccc3)nn2)n1	-20	1	21	-3	-7	0.7%	-0.1	15	-17
44	Cc1ccc(C(c2sc3nc(C)nn3c2O)N2CCN(c3ccccc3)CC2)cc1 (configuration not stated)	5	1	-14	-6	3	-0.5%	1.5	7	1
45	CCOC(=O)C1=NN(C(=O)COc2ccccc2)C(O)(c2ccc(Br)cc2)C1 (configuration not stated)	12	6	-14	4	-2	-2.0%	0.0	-7	1
46	CN(C)c1ccc(C(CNC(=O)c2ccc(C(C)(C)C)cc2)N2CCCC2)cc1 (configuration not stated)	-9	38*	.	3	5	-0.8%	-0.2	-3	?
47	CCN(CC)Cc1cc(C(=O)O)c(C)o1	-18	0	-3	1	-5	0.4%	-0.6	3	-5
48	COc1cccc(NC(=O)C2C3CCC4C(CCC32)C4(Cl)Cl)c1 (configuration not stated)	-3	3	3	9	4	-0.5%	1.2	6	-5
49	Cc1cc(=S)nc(-c2ccccn2)[nH]1	1	3	-11	5	-3	-8.9%	0.9	12	-4
50	Cc1nc(/C=C/c2ccccc2)[nH]c(=O)c1-c1ccccc1	-43*	-1	-12	-4	-2	2.2%	0.7	5	3
51	COc1cccc(/C=C2\SC(=O)N(CCC(=O)N3CCC(C(=O)O)CC3)C2=O)c1	-13	2	-7	2	-2	1.3%	0.6	4	5
52	Cn1c(=O)n(C)c2cc([N+](=O)[O-])c(N3CCN(C(=O)c4ccccc4Cl)CC3)cc21	-12	5	4	-7	-11	1.7%	1.1	20	-23
53	CCOc1ccccc1N(CC(=O)NCC1CCCO1)C(=O)CCC(=O)Nc1ccccn1 (configuration not stated)	2	9	-3	11	-4	0.1%	-0.9	-9	6
54	Nn1c(SCC(=O)Nc2ccc3c(c2)OCCO3)nnc1-c1ccccn1	-36*	1	-12	-4	4	0.8%	0.1	-9	-8
55	CC[N+]1(CC(O)COC2CC(C)CC(C)(C)C2)CCOCC1 (configuration not stated)	-16	0	-19	-2	-2	-0.1%	0.3	0	-15
56	COc1ccc(-c2cc(C(F)(F)F)n3nc(C(=O)Nc4sc5c(c4C#N)CCC(C)C5)cc3n2)cc1OC (configuration not stated)	-10	-1	.	-3	-11	-2.2%	0.6	1	-4
57	COc1ccc(CN(C)C(=O)COC(=O)c2c(-c3ccccc3Cl)noc2C)cc1	-10	10	10	1	0	0.8%	0.1	-2	1
58	O=C(NC1CCCCCCC1)C1CCC(CNc2c(N3CCCC3)c(=O)c2=O)CC1 (configuration not stated)	-5	4	-1	1	13	-0.9%	-2.2	15	.
59	CCn1ncc(Br)c1C(=O)Nc1cc(C)ccc1F	36	1	-6	-4	4	-1.5%	-0.7	16	-12
60	COc1ccc(C(c2c(O)cc(C)n(Cc3ccco3)c2=O)N2CCN(c3ccccc3)CC2)cc1 (configuration not stated)	7	0	.	-1	-4	2.9%	23	-16	-27
61	CCCCC(=O)NC(=S)Nc1cccc(NC(=O)c2ccco2)c1	5	1	4	-12	-1	2.0%	-1.4	16	0
62	O=C(CSc1nc2nc(-c3cccs3)cc(C(F)(F)F)c2c(=O)[nH]1)Nc1c(F)c(F)c(F)c(F)c1F	7	3	-7	-10	-3	19%	3.0	-2	7
63	O=C(c1cnn2c1NC(c1ccco1)CC2C(F)(F)F)N1CCN(c2cccc(Cl)c2)CC1 (configuration not stated)	-5	6	-11	0	30	-1.0%	1.1	-6	-6
64	COc1cccc(/C=N/n2c(N)nc3ccccc32)c1OC	-5	2	-9	-9	2	-1.0%	0.6	-10	5

A portion of the library (hit frequency here may not be typical).
